# H69AR inhibit: proliferation blockers of H69AR lung cancer cells, primary screen, cell-based, human, 86K library | H69AR lung tumor viability, ATP luminescence, 72 h; hits give low values | viability, % at 10 µM | 85,000 compounds, 6% hits;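 active = viability at or below 40%; inactive = viability above 40%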;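 note: multidrug resistant small cell line overexpressing MRP-1 efflux transporter; 100% = mean luminescence of untreated control wells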
# CD11b adhes enh: enhancers of CD11b/CD18 adhesion to fibrinogen, primary screen, K562 cells, luminescence; Integrin beta-2 (Homo sapiens) + Integrin alpha-M (Homo sapiens), P05107+P11215; ATPlite luminescence; activation, % at 10 µM; 93,000 compounds, 0.07% hits; AID 1499, 2009;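 active = 10 µM primary screen giving 50% or more activity, confirmed by 40% or more on retest at that dose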; note: strong numbers were not always called active
# ERa coact inh: ERα–SRC-1 coactivator interaction inhibitors, primary screen, biochemical, TR-FRET, ERα LBD, estradiol-bound. 86,000 compounds, 1.7% hits. TR-FRET ER-alpha LBD / SRC-1 peptide. Estrogen receptor (Homo sapiens), P03372. AID 629, 2007. inhibition, % at 25.6 µM; in the data active = inhibition above about 50%;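 note: 0% = receptor plus peptide control and 100% = peptide only without receptor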
# Target sequence (P03372 whole entry, looked up, the tested form may be a part): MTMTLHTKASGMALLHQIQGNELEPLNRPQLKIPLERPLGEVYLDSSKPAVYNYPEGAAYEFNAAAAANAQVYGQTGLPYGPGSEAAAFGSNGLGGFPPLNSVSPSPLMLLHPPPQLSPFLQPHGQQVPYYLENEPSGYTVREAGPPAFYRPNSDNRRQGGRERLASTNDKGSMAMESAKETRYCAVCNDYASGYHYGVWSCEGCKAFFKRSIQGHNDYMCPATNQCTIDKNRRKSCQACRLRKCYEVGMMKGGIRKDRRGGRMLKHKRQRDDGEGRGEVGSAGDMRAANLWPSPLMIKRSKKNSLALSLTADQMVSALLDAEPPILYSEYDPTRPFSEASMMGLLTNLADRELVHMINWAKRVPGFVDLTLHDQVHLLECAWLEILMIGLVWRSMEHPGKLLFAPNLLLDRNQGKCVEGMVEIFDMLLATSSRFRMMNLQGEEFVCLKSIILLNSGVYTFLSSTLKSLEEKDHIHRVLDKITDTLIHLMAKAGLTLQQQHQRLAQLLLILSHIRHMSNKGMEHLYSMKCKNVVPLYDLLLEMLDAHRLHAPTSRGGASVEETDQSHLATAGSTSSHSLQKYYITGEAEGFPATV
# CYP2C19 activ: human CYP2C19 activators, primary screen, biochemical, luminescence; recombinant CYP2C19, luciferin-H EGE luminescence; hits give high values; 0 = fully inhibited enzyme, 1 = untreated enzyme; activation factor at 5 µM; 96,000 tested, under 10 active;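 active = activation factor of at least 2 at 5 µM in the primary screen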;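 note: 0 = wells with 2.5 mM tranylcypromine and 1 = vehicle-only wells; values of inactives mirror those of a sister screen read the other way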
# Target sequence (P33261 whole entry, looked up): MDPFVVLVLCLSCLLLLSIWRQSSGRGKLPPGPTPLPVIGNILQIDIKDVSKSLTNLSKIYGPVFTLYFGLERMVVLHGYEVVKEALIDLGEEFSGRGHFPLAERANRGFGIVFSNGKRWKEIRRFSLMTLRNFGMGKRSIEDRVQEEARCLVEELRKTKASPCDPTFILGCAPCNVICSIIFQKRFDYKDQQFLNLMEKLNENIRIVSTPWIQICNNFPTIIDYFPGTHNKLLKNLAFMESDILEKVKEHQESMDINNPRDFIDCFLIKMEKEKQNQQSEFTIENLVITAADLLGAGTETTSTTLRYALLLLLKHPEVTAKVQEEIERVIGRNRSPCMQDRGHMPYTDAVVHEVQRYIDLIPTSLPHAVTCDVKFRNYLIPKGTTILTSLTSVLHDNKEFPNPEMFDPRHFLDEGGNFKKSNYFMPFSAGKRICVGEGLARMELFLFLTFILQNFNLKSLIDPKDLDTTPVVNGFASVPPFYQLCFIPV
# Fibroblast inh: antiproliferative effect on LL 47 fibroblasts – human, LL 47 cells, CellTiter-Glo luminescence, primary screen. 85,000 compounds, 1.1% hits. LL 47 human lung fibroblast viability, ATP luminescence; hits give low values. viability, % at 10 µM;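 active = viability at or below 50% in the single dose screen; inactive = viability above 50%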;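 note: compound exposure lasted 72 h before the ATP readout; 100% = median luminescence of untreated cell-only wells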
#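 Material: human lung fibroblast line LL 47, low passage; Evaluation: viability percentage against median untreated-cell control; Buffer or medium: 15% FBS in IMEM; Incubation: 72 h compound exposure at 37 °C after overnight plating; Dosing: 0.1% DMSO in all compound wells; Measured by: CellTiter-Glo luminescence.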
# Mac1 fbg inh: inhibitors of CD11b/CD18 adhesion to fibrinogen, primary screen, K562 cells, luminescence | Integrin beta-2 (Homo sapiens) + Integrin alpha-M (Homo sapiens), P05107+P11215 | ATPlite luminescence; Mn2+ added to activate the integrin | inhibition, % at 10 µM | 93,000 compounds, 0.54% hits | AID 1497, 2009;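 active = primary inhibition of 50% or more at 10 µM, then 40% or more on retest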; note: some results filed as inactive read as strong as hits
# HUVEC inhibit: inhibitors of HUVEC proliferation, primary screen, cell-based, 384-well | CellTiter-Glo luminescence, 72 h; hits give low values | 86,000 compounds, 1.1% hits | viability, % at 10 µM (by protocol) | AID 648, 2007;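 active = viability at or below 30%; inactive = viability above 30%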;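 note: 100% = median luminescence of DMSO-only cell control wells on each plate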
# CYP2C19 inh: blockers of cytochrome P450 2C19 activity – biochemical, luminescence, ADME assay, primary screen; CYP2C19 Supersomes, luciferin-H EGE luminescence, 30 min; inhibition, % at 5 µM; 96,000 compounds, 21% hits; P33261;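 active = CYP2C19 inhibition above a set limit at 5 µM in the primary screen, cut at about 50% in these data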;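 note: plate controls were negative control wells for no effect and 2.5 mM tranylcypromine positive control for full effect; values of inactives mirror those of a sister screen read the other way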
# ERa SRC1 pot: enhancers of ERα–SRC-1 coactivator binding, primary screen, biochemical, TR-FRET, ERα LBD, low estradiol. TR-FRET ERalpha-LBD/SRC-Cy5 coactivator binding, 2 h; 100 = basal binding, no effect. coactivator binding (% of control), % at 25.6 µM. 86,000 compounds, 1.3% hits; in the data active = activity above about 200%;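 note: binding measured in presence of low estradiol as agonist stimulus; 0% = peptide alone without receptor and 100% = receptor with peptide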
# * hit, by the source's call; x = not tested or not shown; [ ] = remark or other dose.
SMILES,H69AR inhibit,CD11b adhes enh,ERa coact inh,CYP2C19 activ,Fibroblast inh,Mac1 fbg inh,HUVEC inhibit,CYP2C19 inh,ERa SRC1 pot
O=C1C2C3C=CC(C3)C2C(=O)N1c1n[nH]c(CCc2ccccc2)n1 (stereo not drawn),94,0,-22,1,100,-14,103,-2,107
Cc1cc(C)c2c(c1)SC1=NC(c3ccccc3)(C(F)(F)F)NC(=O)N12 (stereo not drawn),83,-4,-3,0.8,97,4,32,20,74[fluorescence artefact?]
CCCCN(CC)S(=O)(=O)c1ccc(C(=O)Nc2nnc(CSC)o2)cc1,x,3,x,1,x,-10,x,-4,x
CCOC(=O)CSc1cc(C)nc(NC(C)=O)n1,100,-4,12,1,91,-13,92,3,130
Cn1c(=O)n(CCCOc2ccc(Br)cc2)c2ccccc21,100,2,1,0.3,97,16,115,70*,98
CCN(CC)S(=O)(=O)c1cc(C(=O)OCC(=O)c2ccc3c(c2)NC(=O)CO3)ccc1Cl,x,-3,x,0.9,x,44,x,11,x
CCCC(=O)Nc1c(C)nn(C(=O)CCC)c1C,86,-3,5,1,101,2,100,-5,278*[fluorescence artefact?]
O=C(CCN1CCOCC1)NCC1COc2ccccc2O1 (stereo not drawn),92,x,-8,x,98,x,96,x,108
O=C(Nc1ccc(Nc2ccccc2)cc1)C1CC1,88,-2,20[fluorescence artefact?],0.4,94,13,100,59*,79
CN1CCCC(OC(=O)COc2ccccc2)C1 (stereo not drawn),87,-4,6,1.1,99,-15,96,-11,125[fluorescence artefact?]
Cc1cc2nc(SCCN3CCOCC3)[nH]c2cc1C,109,x,-8,x,104,x,100,x,104
O=C(/C=C/c1ccccc1)NC(NC(=S)Nc1ccc(Cl)cc1)C(Cl)(Cl)Cl (stereo not drawn),x,23,x,1,x,-17,x,3,x
Cc1ccc2c(c1)C(N1CCCC1=O)CC(c1ccco1)N2 (stereo not drawn),x,-4,x,0.2,x,57,x,78*,x
O=C(Nc1ccccc1C(=O)N1CCOCC1)c1noc2c1CCCC2,86,-2,0,1.1,106,10,110,-7,109
O=C(c1cc(-c2ccncc2)nc2ccccc12)N1CCN(S(=O)(=O)/C=C/c2ccccc2)CC1,43,-3,14,0.4,96,-16,87,58*,92
CC(C)Oc1cccc(C(=O)NC(=S)N2CCN(c3ccc(C(F)(F)F)cc3[N+](=O)[O-])CC2)c1,x,-3,x,0.7,x,14,x,32,x
COc1ccc(/C(O)=C2/C(=O)C(=O)N(CCCN(C)C)C2c2cccnc2)cc1 (stereo not drawn),x,2,-5,1,83,-13,88,-1,117
COc1ccc(-c2noc(N3CCC(C(=O)N4CCN(c5ccccn5)CC4)CC3)n2)cc1,57,-4,-7,0.5,97,15,82,49,123
CCCc1nc(SCC(=O)N2CCN(c3ccccc3)CC2)c2c(=O)n(C)c(=O)n(C)c2n1,91,x,10,x,90,x,69,x,71
CCOC(=O)Nc1cccc2ccccc12,94,-8,-6,0.9,95,25,108,14,98
CCC(=O)Nc1ncc2c(n1)CC(c1ccco1)CC2=O (stereo not drawn),93,x,8[fluorescence artefact?],x,107,x,100,x,87
Cc1ccccc1-n1c(SCC(=O)c2cc(C)n(C)c2C)nnc1-c1cccnc1,39*,-2,-12,0.3,99,4,110,67*,105
CCCCn1c(SCC(=O)c2ccc3c(c2)OCCO3)nnc1-c1ccco1,77,-3,2,0.5,100,-3,99,48,88
Cc1ccc(NC(=O)c2c(C)noc2C)cc1,102,-4,2,0.9,97,2,93,5,99[fluorescence artefact?]
Cc1ccc(S(=O)(=O)CNC(=O)c2ccccc2)cc1,90,-2,-6,0.5,108,-20,106,46,106[fluorescence artefact?]
Cc1ccc(CNC(=O)c2ccc([N+](=O)[O-])o2)cc1,x,-1,x,0.8,x,13,x,15,x
COc1ccc(NC(=O)N(CCCN2CCOCC2)Cc2cccnc2)c(OC)c1,96,x,-4,x,109,x,94,x,102
CC(C)OCCCn1c(=S)[nH]c2cc3c(cc2c1=O)OCO3,98,-1,-2,0.6,96,0,104,39,97[fluorescence artefact?]
O=C(NC1CCCCC1)N1CCCC(c2nc(-c3ccc(S(=O)(=O)N4CCCC4)cc3)no2)C1 (stereo not drawn),35*,-6,14[fluorescence artefact?],1.1,88,-19,88,-8,139
O=S(=O)(Nc1ccc2c(c1)CCC2)c1cccs1,101,-1,-3,0,102,5,99,99*,89

# Ordered by SMILES length (smallest number first): part of the list above
SMILES,H69AR inhibit,CD11b adhes enh,ERa coact inh,CYP2C19 activ,Fibroblast inh,Mac1 fbg inh,HUVEC inhibit,CYP2C19 inh,ERa SRC1 pot
CCOC(=O)Nc1cccc2ccccc12,94,-8,-6,0.9,95,25,108,14,98
Cc1ccc(NC(=O)c2c(C)noc2C)cc1,102,-4,2,0.9,97,2,93,5,99[fluorescence artefact?]
O=S(=O)(Nc1ccc2c(c1)CCC2)c1cccs1,101,-1,-3,0,102,5,99,99*,89
CCC(=O)Nc1ncc2c(n1)CC(c1ccco1)CC2=O (stereo not drawn),93,x,8[fluorescence artefact?],x,107,x,100,x,87
CC(C)OCCCn1c(=S)[nH]c2cc3c(cc2c1=O)OCO3,98,-1,-2,0.6,96,0,104,39,97[fluorescence artefact?]
O=C(Nc1ccccc1C(=O)N1CCOCC1)c1noc2c1CCCC2,86,-2,0,1.1,106,10,110,-7,109
CCCCn1c(SCC(=O)c2ccc3c(c2)OCCO3)nnc1-c1ccco1,77,-3,2,0.5,100,-3,99,48,88
COc1ccc(NC(=O)N(CCCN2CCOCC2)Cc2cccnc2)c(OC)c1,96,x,-4,x,109,x,94,x,102
Cc1ccccc1-n1c(SCC(=O)c2cc(C)n(C)c2C)nnc1-c1cccnc1,39*,-2,-12,0.3,99,4,110,67*,105
COc1ccc(/C(O)=C2/C(=O)C(=O)N(CCCN(C)C)C2c2cccnc2)cc1 (stereo not drawn),x,2,-5,1,83,-13,88,-1,117
COc1ccc(-c2noc(N3CCC(C(=O)N4CCN(c5ccccn5)CC4)CC3)n2)cc1,57,-4,-7,0.5,97,15,82,49,123
CCCc1nc(SCC(=O)N2CCN(c3ccccc3)CC2)c2c(=O)n(C)c(=O)n(C)c2n1,91,x,10,x,90,x,69,x,71
O=C(NC1CCCCC1)N1CCCC(c2nc(-c3ccc(S(=O)(=O)N4CCCC4)cc3)no2)C1 (stereo not drawn),35*,-6,14[fluorescence artefact?],1.1,88,-19,88,-8,139
O=C(c1cc(-c2ccncc2)nc2ccccc12)N1CCN(S(=O)(=O)/C=C/c2ccccc2)CC1,43,-3,14,0.4,96,-16,87,58*,92
CC(C)Oc1cccc(C(=O)NC(=S)N2CCN(c3ccc(C(F)(F)F)cc3[N+](=O)[O-])CC2)c1,x,-3,x,0.7,x,14,x,32,x

# The listing continues.
SMILES,H69AR inhibit,CD11b adhes enh,ERa coact inh,CYP2C19 activ,Fibroblast inh,Mac1 fbg inh,HUVEC inhibit,CYP2C19 inh,ERa SRC1 pot
CCOC(=O)c1cnn(CC2CCCCC2)c1N,84,-6,-30,0.4,97,12,103,60*,108
Nn1c(SCC(=O)Nc2ccc3c(c2)OCO3)nnc1-c1ccncc1,88,0,-6,1,101,-4,95,-2,103
Cc1ccccc1C(=O)Nc1cccc(-c2nnc(SCC(=O)O)n2C)c1,95,0,-1,1.2,98,-8,97,-18,117
COC(=O)c1ccc(CSc2nnnn2-c2ccccc2)o1,92,-3,-3,0.6,94,12,96,43,104
Cc1c(C(=O)N2CCN(S(C)(=O)=O)CC2)oc2ccccc12,96,0,3,0.1,97,-21,100,91*,112[fluorescence artefact?]
CCCCCCC12CCC(C(=O)O)(CC1)CC2,79,x,-12,x,104,x,84,x,104
CCN1CCN(c2nc3c(c(=O)n(C)c(=O)n3C)n2CCSc2ncccn2)CC1,96,1,1,1,101,-27,98,5,85
COc1cccc(NC(=O)C2CCCCC2)c1,86,x,-5,x,107,x,87,x,122
CCCNS(=O)(=O)c1cccn1-c1ncc(C(F)(F)F)cc1Cl,105,2,-10,0.5,101,15,101,51*,106
Cn1c(CSc2nc3ccccc3n2C)nc2ccccc21,105,2,1,0.2,112,-13,109,84*,107
Cc1ccc(Cl)cc1N1CCN(S(=O)(=O)c2ccc3c(c2)OCCO3)CC1,90,2,-7,0.5,106,13,93,46,107
COc1cccc(NC(=O)C2CCCN2C(=O)OCc2ccccc2)c1 (stereo not drawn),93,10,-2,0.7,99,-6,95,33,122
CN(C)c1ccc(NC(=S)NC(=O)/C=C/c2ccc(Cl)cc2)cc1,x,20,x,1,x,-1,x,4,x
Cc1ccc(S(=O)(=O)N2CCC(C(=O)N3CCC(C(=O)NCc4cccnc4)CC3)CC2)cc1,x,10,x,1.1,x,-35,x,-9,x
Oc1cc2c(cc1CN1CCN(c3cccc(C(F)(F)F)c3)CC1)CCC2,102,x,-5,0.7,98,x,104,28,101
Clc1ccc(OCCn2ccnc2)c(Br)c1,100,2,-3,0,94,-1,82,97*,108
O=C1c2ccccc2C(=O)N1Cc1cc(-c2ccccc2)no1,x,0,x,0.7,x,0,x,30,x
CC(=O)N(Cc1ccco1)C1(C(=O)NC2CCCC2)CCCCC1,x,-1,2[fluorescence artefact?],0.9,x,-16,x,10,126
CCSC1=C(C#N)C(c2ccc(Cl)cc2)C2=C(CCCC2=O)N1 (stereo not drawn),64,4,4,0.1,92,-22,92,94*,110
CC(C)(CO)N=Cc1c(O)[nH]c2ccccc12,93,x,6,1,88,x,87,4,113
CCOC(=O)c1[nH]nc(C(=O)c2ccc(Br)cc2)c1O,x,-4,x,1.1,x,-1,x,-7,x
COc1nc(-c2ccc(C)cc2)ccc1-c1noc(-c2ccco2)n1,87,-2,1[fluorescence artefact?],0.8,97,-8,81,22,237*
O=C(O)c1nn2c(c1Br)NC(c1ccccc1)CC2C(F)(F)F (stereo not drawn),x,-2,x,1,x,-6,x,0,x
Cc1ccc(NC(=S)NNC(=O)Cn2nc([N+](=O)[O-])cc2C)cc1,x,1,x,0.8,x,-5,x,15,x
O=C(COC(=O)C1(c2ccc(Cl)cc2)CCCC1)NC1CCS(=O)(=O)C1 (stereo not drawn),96,x,-4,0.7,99,x,94,27,99
Cc1ccc(C2C(C(=O)c3sc(C)nc3C)=C(O)C(=O)N2CCN2CCOCC2)o1 (stereo not drawn),85,2,-3,1,102,10,105,-3,115
CCN(CC)S(=O)(=O)c1ccc2c(c1)nc(SCC(=O)NC1CC1)n2-c1ccccc1OC,80,3,2,0.8,101,19,79,21,85[fluorescence artefact?]
CCOc1ccc(-c2nnc(NC3=NCCCCC3)o2)cc1,90,-3,-11,1,96,5,82,-4,102
CCn1c(COc2cccc(OC)c2)nnc1SCC(=O)Nc1cc(OC)ccc1OC,101,-1,-2[fluorescence artefact?],0.5,93,11,96,47,113
COc1ccc(-c2nn[nH]n2)cc1OC,112,-1,-4,1.2,100,-1,111,-21,97

# Screening data deposited in PubChem by several laboratories.
